Screens (PubChem BioAssay)
S1P4 ag: activates the human S1P4 receptor; S1P4-expressing cell line, agonist reporter assay; activation, % at 4.98 µM; 220,000 tested, 0.35% active; in the data active = activation above about 11%;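 also: 0% = DMSO vehicle and 100% = reference agonist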
TRPML3 ag: human mucolipin-3 channel agonism. activation, % at 3 µM. HEK293 TRPML3-YFP, Fluo-8 calcium fluorescence; 100% = the carbachol control signal. 220,000 tested, 0.29% active;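 active = activation above its plate's cutoff, the mean activation of the plate's test wells plus 3 SD, cut at about 12% in these data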;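 also: 0% = DMSO only wells and 100% = carbachol wells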
Target sequence (Q8TDD5 whole entry, looked up): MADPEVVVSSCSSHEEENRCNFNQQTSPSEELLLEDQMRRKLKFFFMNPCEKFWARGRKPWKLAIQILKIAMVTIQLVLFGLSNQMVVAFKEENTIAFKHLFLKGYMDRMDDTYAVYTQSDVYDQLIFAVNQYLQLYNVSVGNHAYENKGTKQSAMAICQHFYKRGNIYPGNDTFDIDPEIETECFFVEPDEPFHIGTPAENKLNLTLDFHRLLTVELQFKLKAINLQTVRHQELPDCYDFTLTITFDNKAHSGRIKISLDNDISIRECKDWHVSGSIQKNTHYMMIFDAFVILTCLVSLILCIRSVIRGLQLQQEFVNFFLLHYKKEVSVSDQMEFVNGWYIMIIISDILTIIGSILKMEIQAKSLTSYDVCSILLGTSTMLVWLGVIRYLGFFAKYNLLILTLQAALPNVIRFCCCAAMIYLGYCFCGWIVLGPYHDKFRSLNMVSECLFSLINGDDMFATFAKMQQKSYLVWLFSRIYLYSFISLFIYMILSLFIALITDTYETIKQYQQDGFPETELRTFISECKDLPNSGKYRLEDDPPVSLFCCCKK
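Test system: HEK293 cells stably carrying human TRPML3-YFP; Doses: single dose, 3 µM final nominal compound, 0.3% DMSO final; Schedule: dye loading 1 h 37 °C then 30 min ambient, 125 s read; Technique: Fluo-8 calcium fluorescence; Benchmarks: high control carbachol 87 µM, low control DMSO.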
S1P4 antag: human S1P4 receptor antagonism; O95977; S1P4-expressing cells, antagonist mode, reporter read-out; inhibition, % at 4.98 µM; 220,000 tested, 0.26% active; AID 1510; in the data active = inhibition above about 29%;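 also: 0% = wells stimulated with agonist and 100% = vehicle wells without agonist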
EP2 mod: modulators of human EP2 prostaglandin E2 receptor | 260,000 tested, 0.83% active | induction, % at 25 µM | EP2-expressing cells, cAMP HTRF FRET, PGE2 co-stimulation | AID 940;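 active = compounds whose cAMP rise, as percent of the full-agonist control response, exceeds 60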;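 also: rat C6 glioma line stably carrying human EP2 under a CMV promoter; the protocol text gives 20 µM as final concentration; 100% = response of wells given 1 µM PGE2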
Target sequence (P43116 whole entry, looked up): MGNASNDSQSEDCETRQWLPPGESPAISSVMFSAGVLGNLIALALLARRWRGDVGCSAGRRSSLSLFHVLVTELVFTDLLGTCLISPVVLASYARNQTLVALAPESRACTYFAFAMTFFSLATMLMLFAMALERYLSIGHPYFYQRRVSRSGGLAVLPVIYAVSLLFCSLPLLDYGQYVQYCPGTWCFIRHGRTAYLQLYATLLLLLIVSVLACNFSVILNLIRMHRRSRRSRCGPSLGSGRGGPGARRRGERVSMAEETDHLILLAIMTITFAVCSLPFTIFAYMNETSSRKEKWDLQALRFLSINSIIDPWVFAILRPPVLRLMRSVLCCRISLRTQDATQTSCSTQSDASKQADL
CHOP inhibitor: inhibitors of CHOP induction in ER stress response | inhibition, % at 10 µM | CHO-K1 CHOP-promoter luciferase, tunicamycin-induced, 15-18 h | 220,000 tested, 3.8% active;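 active = compounds that reduced the stress-induced luciferase reporter signal by more than about 70% of percent inhibition, limit read from the data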;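 also: 0% = tunicamycin plus vehicle and 100% = wells without tunicamycin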
NPY1 pot ag: human NPY-Y1 potentiation or agonism, primary screen. NPY-Y1 expressing cells, potentiator/agonist activation. activation, % at 3.6 µM. 220,000 tested, 0.37% active. AID 1304; in the data active = activation above about 33%, passing the limit was not always enough;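 also: cells stimulated with NPY at EC10 then isoproterenol at EC100; 0% = low agonist plus stimulus and 100% = saturating agonist plus stimulus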
NPY-Y2 PAM-ag: potentiates or activates human NPY-Y2 receptor; P49146; cells expressing NPY-Y2, potentiator/agonist read-out; activation, % at 3.6 µM; 220,000 tested, 0.45% active; in the data active = activation above about 27%;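 also: cells stimulated with NPY near EC25 plus isoproterenol at EC100; 0% = vehicle plus submaximal agonist and 100% = vehicle plus saturating agonist; some results beyond the cut were filed as inactive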
NPY Y1 blocker: NPY-Y1 (human) receptor antagonism | P25929 | HEK293-CNG Y1 cells, membrane potential fluorescence; NPY at EC95, then isoproterenol | inhibition, % at 3.6 µM | 200,000 tested, 1% active | AID 1040;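 active = inhibition above the campaign mean inhibition of all tested compounds plus 3 SD, cut at about 20% in these data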;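 also: 0% = DMSO wells given NPY plus isoproterenol and 100% = isoproterenol alone without NPY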
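material = HEK293 cells with Y1 receptor plus CNG channel | also added = NPY 25 nM then isoproterenol 1 µM plus Ro 20-1724 25 µM | schedule = dye 3 h, compound 60 min room temperature, stimulation 45 min | measured by = membrane potential fluorescence | benchmarks = high control isoproterenol alone, low control NPY with isoproterenol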
zfTRPN1 agonist: zebrafish TRPN1 (NompC) channel agonism | 220,000 tested, 0.18% active | HEK293 zebrafish TRPN1-YFP, Fluo-8 calcium fluorescence; 100% = response to 87 µM carbachol | activation, % at 3 µM;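 active = activation above its plate's cutoff, the mean activation of test wells on that plate plus 3 SD, cut at about 19% in these data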;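 also: 0% = DMSO alone and 100% = 87 µM carbachol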
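Material: zebrafish TRPN1-YFP in HEK293 cells. Doses: one dose of 3 µM, 0.3% DMSO. Incubation: dye 1 h 37 °C plus 30 min RT. Measured by: intracellular calcium fluorescence with Fluo-8.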
Active calls of the source: *; . = no result given; & = joins results of further samples. Compounds were not picked by outcome; overall some 6.5% were active at least once.

Every second line gives: EP2 mod	NPY Y1 blocker	NPY-Y2 PAM-ag	S1P4 ag	S1P4 antag	CHOP inhibitor	NPY1 pot ag	TRPML3 ag	zfTRPN1 agonist
1	COc1ccc(NC(=O)Nc2ccccc2SC)cc1
  -7	-1	-3	0.8	-11	7	15	0.2	0.3
2	Cc1cc(NS(=O)(=O)c2ccc(NC(=O)CN3C(=O)c4ccccc4C3=O)cc2)nc(C)n1
  16	2	1	0.7	8	19	-17	0.7	3.1
3	CC(=O)Nc1cccc(OCCCNC(=O)c2ccc(C(C)(C)C)cc2)c1
  -35	.	-12	-1.4	2	-15	13	0.8	3.2
4	CCC(C)[C@H](NC(=O)OC(C)(C)C)C(=O)N/N=C/C1=Cc2ccccc2OC1 (stereo not given in full)
  18	1	-6	-1.8	13	106*	-3	-0.6	-1.2
5	CCn1cc(C2Nc3ccccc3C(=O)N2O)c(C)n1 (stereo not given)
  2	3	4	3.5	4	18	0	0.0	0.4
6	Fc1ccccc1-c1nnc2c3ccccc3nc(N3CCOCC3)n12
  30	1	1	0.7	6	-23	3	0.1	0.1
7	COc1ccccc1NC(=O)CSc1nnc(C)o1
  -6&-9	7	-16	-0.2	-2	7	3	0.8	1.9
8	Cc1cc(/C=C(/C#N)c2nc3ccccc3[nH]2)c(C)n1-c1cc(C(=O)O)cc(C(=O)O)c1
  15	2	-9	2.2	9	29	12	2.0	3.2
9	CCn1nc(C)c(/C=N/NC(=O)Cn2nnc(N)n2)c1C
  -13	.	-1	0.2	4	-2	-12	0.5	3.0
10	O=C1C2C(C(=O)N1/N=C/c1cccc([N+](=O)[O-])c1)C1C=CC2C12CC2 (stereo not given)
  -6	1	9	-0.7	-17	-22	0	-0.3	-0.7
11	Cc1cc(-c2ccc([N+](=O)[O-])cc2)nc2ccccc12
  21	3	6	-0.2	-10	7	15	0.6	-2.5
12	CCc1nnc(NS(=O)(=O)c2ccc(NC(=O)/C=C/c3ccc(OC)cc3OC)cc2)s1
  -5	1	13	1.1	-18	18	-3	0.6	0.4
13	CS(=O)(=O)N1N=C(c2ccco2)CC1c1ccc(Cl)cc1 (stereo not given)
  -14	-2	13	1.1	-20	14	12	0.0	-0.6
14	COc1cccc(NC(=O)Cn2c(=O)n(-c3cc(OC)c(OC)c(OC)c3)c(=O)c3ccccc32)c1
  21	3	9	2.2	-21	5	5	1.6	1.0
15	FC(F)(F)c1cccc(NC(=S)NC2CCCC2)c1
  -54	1	2	0.5	-26	11	-5	6.6	12
16	CCOC(=O)C1C(=O)OC(C)(C)C1C(C)C(=O)c1ccccc1 (stereo not given)
  10	4	11	-0.6	-6	38	-29	0.5	-0.6
17	COc1cc(NC(=O)N[C@@H](Cc2ccccc2)C(=O)O)cc(OC)c1
  23	-5	17	1.7	0	36	7	0.2	0.4
18	COC(=O)c1cnc(Nc2cccc(C(F)(F)F)c2)c([N+](=O)[O-])c1
  32	.	-6	1.3	3	-2	-9	0.6	0.7
19	CC(C)(C#N)N([O-])C=C[N+](=O)C(C)(C)C#N
  10	0	-15	-0.3	-5	5	-14	0.9	0.0
20	O=C(COc1ccccc1)N/N=C/c1sc(=O)n(Cc2cccc(C(=O)O)c2)c1Cl
  19	.	-24	0.2	-10	-9	-17	0.8	0.6
21	COc1ccc(Br)cc1C(=O)Nc1nnn(C)n1
  3	-5	4	-0.6	-3	1	-9	1.5	0.8
22	CC(C)Oc1cccc(C(=O)C2CCCN(Cc3cnn(C(C)C)c3)C2)c1 (stereo not given)
  -18	4	-10	-1.9	-6	-14	1	1.2	1.2
23	CCOc1ccc(N=c2cc(-c3ccc(OC)cc3)oc3ccccc23)cc1
  16	0	16	0.2	1	11	15	0.4	0.7
24	O=C(NCCN1CCOCC1)c1ccc2c(c1)N(Cc1ccc(F)cc1)C(=O)CS2
  5	-2	-5	0.4	-13	-13	-3	0.4	0.1
25	CC1CCCN(C(=O)c2ccc(S(=O)(=O)N3CCC(c4nc5ccccc5s4)CC3)cc2)C1 (stereo not given)
  -14	0	15	0.0	-2	.	14	0.5	1.0
26	COC(=O)C1=C(C(=O)c2ccccc2)C(c2cccs2)n2nnnc2N1 (stereo not given)
  10	4	-7	1.8	21	-9	-9	0.1	2.6
27	Cc1cc(N2CC(C)OC(C)C2)n2cc(-c3ccccc3)nc2n1 (stereo not given)
  25	-2	3	1.9	-13	9	0	0.9	0.5
28	O=C1CCCC2=C1C(c1ccncc1)Nc1ccccc1N2 (stereo not given)
  0	10	2	1.9	-3	24	24	0.4	1.4
29	NS(=O)(=O)c1ccc(NC(=O)COC(=O)COc2ccc3ccccc3c2)cc1
  -14	11	-30	-0.6	-25	-2	-47	-0.6	3.0
30	CC(C)NC(=O)C1CCCN(c2nnc(-n3cccc3)s2)C1 (stereo not given)
  7	7	-9	-0.2	-12	-13	-1	0.2	0.1
31	CCOP(=O)(OCC)/C(=N/OC(=O)c1ccc(Cl)cc1Cl)C(N)=O
  -24	.	1	-0.3	-7	4	-8	0.2	0.0
32	CC(=O)Oc1ccc(N2C(=O)[C@@H]3[C@H](C2=O)[C@H]2c4ccccc4C=NN2[C@@H]3C(C)=O)cc1
  -5	.	-3	1.2	13	1	2	0.8	2.3
33	CNc1nc(-c2ccc3c(c2)CCN3C(=O)CC(C)(C)C)c(C)s1
  -54	1	10	2.5	-15	-19	13	-0.2	1.2
34	Cn1c(C(=O)OC(C(=O)NC2CCCC2)c2ccncc2)cc2sccc21 (stereo not given)
  -37&-76	-1	-11	0.2	-4	-5	2	-0.5	-0.5
35	CC[n+]1c(P(=O)([O-])c2ccccc2)[nH]c2ccccc21
  -5	0	-2	-0.5	-6	-15	8	0.8	0.6
36	CCOc1ccc(N(CC(=O)Nc2ccccc2C(=O)NC(C)CC)S(C)(=O)=O)cc1 (stereo not given)
  24	3	15	1.0	-2	58	-10	0.1	0.6
37	COC(=O)c1cn(NC(=O)Cc2cccc(C(F)(F)F)c2)c(=O)c2ccccc12
  8	14	0	1.3	-1	14	-14	-0.2	0.6
38	COc1cc(C(=O)NC(=S)Nc2ccc(N3CCCC3)cc2)cc(OC)c1OC
  6	2	-5	-0.5	-21	75*	-1	-0.6	0.1
39	CCCCn1c2nc3ccccc3nc2c2c(=O)n(-c3ccccc3)cnc21
  59	2	-9	2.9	11	42	-20	0.8	0.1
40	COc1cc(C2c3c(-c4ccccc4O)n[nH]c3C(=O)N2Cc2ccco2)cc(OC)c1OC (stereo not given)
  24	.	4	-1.4	22	-4	-9	-0.8	-0.5

Laid out differently: 8 of the compounds above
(21) COc1ccc(Br)cc1C(=O)Nc1nnn(C)n1
(22) CC(C)Oc1cccc(C(=O)C2CCCN(Cc3cnn(C(C)C)c3)C2)c1 (stereo not given)
(23) CCOc1ccc(N=c2cc(-c3ccc(OC)cc3)oc3ccccc23)cc1
(24) O=C(NCCN1CCOCC1)c1ccc2c(c1)N(Cc1ccc(F)cc1)C(=O)CS2
(25) CC1CCCN(C(=O)c2ccc(S(=O)(=O)N3CCC(c4nc5ccccc5s4)CC3)cc2)C1 (stereo not given)
(26) COC(=O)C1=C(C(=O)c2ccccc2)C(c2cccs2)n2nnnc2N1 (stereo not given)
(27) Cc1cc(N2CC(C)OC(C)C2)n2cc(-c3ccccc3)nc2n1 (stereo not given)
(28) O=C1CCCC2=C1C(c1ccncc1)Nc1ccccc1N2 (stereo not given)

| assay / compound | 21 | 22 | 23 | 24 | 25 | 26 | 27 | 28 |
| --- | --- | --- | --- | --- | --- | --- | --- | --- |
| EP2 mod | 3 | -18 | 16 | 5 | -14 | 10 | 25 | 0 |
| NPY Y1 blocker | -5 | 4 | 0 | -2 | 0 | 4 | -2 | 10 |
| NPY-Y2 PAM-ag | 4 | -10 | 16 | -5 | 15 | -7 | 3 | 2 |
| S1P4 ag | -0.6 | -1.9 | 0.2 | 0.4 | 0.0 | 1.8 | 1.9 | 1.9 |
| S1P4 antag | -3 | -6 | 1 | -13 | -2 | 21 | -13 | -3 |
| CHOP inhibitor | 1 | -14 | 11 | -13 | . | -9 | 9 | 24 |
| NPY1 pot ag | -9 | 1 | 15 | -3 | 14 | -9 | 0 | 24 |
| TRPML3 ag | 1.5 | 1.2 | 0.4 | 0.4 | 0.5 | 0.1 | 0.9 | 0.4 |
| zfTRPN1 agonist | 0.8 | 1.2 | 0.7 | 0.1 | 1.0 | 2.6 | 0.5 | 1.4 |

The listing continues:
Every second line gives: EP2 mod	NPY Y1 blocker	NPY-Y2 PAM-ag	S1P4 ag	S1P4 antag	CHOP inhibitor	NPY1 pot ag	TRPML3 ag	zfTRPN1 agonist
41	Cc1cc(NC(=O)COc2ccccc2)n(-c2ccccc2)n1
  21	-1	-19	0.0	3	25	9	-0.3	-0.6
42	O=C(c1cccs1)N1CCN(S(=O)(=O)c2ccc(F)cc2)CC1
  -50	0	0	1.5	-4	-9	7	0.7	1.5
43	COc1ccc(C2(O)CC3CCC(C2)N3c2nc(C)cc(C)c2C#N)cc1 (stereo not given)
  -12&4	-4	1	-2.0	-13	101*	24	-1.1	-0.5
44	CCN(CC)C(=O)CSc1nc2ccsc2c(=O)n1CCCC(=O)NCCc1ccc(S(N)(=O)=O)cc1
  1	-2	-8	-0.3	6	-2	-12	0.0	2.1
45	COc1ccc(CC(NC(C)=O)C(=O)NC2CCN(C(=O)c3ccc([N+](=O)[O-])cc3)CC2)cc1OC (stereo not given)
  24	.	-13	0.9	1	-3	5	0.5	1.7
46	COc1cc(/C=C/C(=O)OCC(=O)Nc2ccc([N+](=O)[O-])cc2)ccc1O
  -55	.	13	2.2	-2	9	-1	5.1	13
47	CC1CCN(Cc2ccc(NC(=O)C3CCN(c4nnc(-n5cccc5)s4)CC3)cc2)CC1
  -14	4	-18	0.0	-22	0	-16	0.8	-0.3
48	COCCOc1cc(NC(=O)c2cccc(OC)c2)c(Cl)cc1Cl
  1	3	-17	-1.8	6	2	-32	0.7	0.2
49	O=C(CSc1nnnn1Cc1ccccc1)Nc1ccc2c(c1)OCCO2
  -28	3	-11	-0.3	-5	14	-18	-1.0	-0.4
50	CN(Cc1ccccn1)C(=O)CC1C(=O)NCCN1Cc1cccc(Oc2ccccc2)c1 (stereo not given)
  -12	3	-1	-3.5	-11	2	9	0.1	-0.5
51	Cc1ccccc1C(=O)NNC(=O)CCc1ccccc1
  20	7	-18	-1.5	4	2	2	0.3	0.5
52	CCCCCn1c(Sc2ccccc2)nc2c1c(=O)[nH]c(=O)n2C
  50	3	1	1.2	-19	60	4	0.1	-0.1
53	CCS(=O)(=O)N1CCN(C(=O)c2ccco2)CC1
  -2	1	16	0.9	-6	23	1	0.5	0.5
54	COC(=O)CSC1=C(C#N)C(=O)NC2(CCCCC2)S1
  23	-8	5	-0.3	-20	1	-12	0.1	-0.6
55	N#Cc1cc2c(nc1SCC(O)CS(=O)(=O)Cc1ccccc1)CCCC2 (stereo not given)
  1	-1	7	1.1	-8	61	1	0.1	0.1
56	Cc1cc(Cl)ccc1OCC(=O)OCC(=O)Nc1ccc(F)c([N+](=O)[O-])c1
  -14	5	-12	1.5	-7	-8	-8	0.8	-0.8
57	Cc1c(N2CCCC2)cc2c(c1NC(=O)c1ccccc1Cl)C(C)(C)CC2(C)C
  15&33	.	-12	-0.2	5	0	-1	-0.2	-1.0
